# MIN6 prolif: MIN6 beta-cell proliferation induction | MIN6 cells proliferation, ATPlite luminescence, 48 h; cells starved in 0.2% serum; 100% = growth in 10% serum | proliferation, % at 10 µM | hit rate 0.29% among 330,000;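 active = compounds whose signal lies at least 3.5 SD above the mean of all wells on their plate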;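 also: 0% = DMSO-treated cells in low-serum medium and 100% = 10% serum control; some compounds called inactive have numbers as strong as hits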
# NALP3 yeast inh: inhibitors of NALP3 inflammasome in yeast | inhibition, % at 10 µM | AID 2825 | hit rate 0.39% among 330,000 | Yeast reconstituted NLRP3/ASC/caspase-1, beta-gal luminescence, 24 h;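 active = inhibition of 50% or more; inactive = inhibition below 50%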;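 also: plate controls were induced DMSO wells for no effect and uninduced yeast grown without galactose for full effect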
# mIAP act: increases mouse intestinal alkaline phosphatase activity. muIAP, CDP-Star luminescence, 30 min; hits give high values; 1 = vehicle-only enzyme signal, 0 = enzyme-free wells. activation factor at 10 µM. hit rate 0.24% among 330,000. AID 2805;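 active = activation factor of at least 2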; also: the source names both 10 and 20 µM as test concentration; values of inactives mirror those of a sister screen read the other way
#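 Assay system: mouse IAP enzyme; Reagent: CDP-Star chemiluminescent phosphatase substrate; Compound: DMSO-dissolved test compounds; Incubation: 30 min, room temperature; Technique: luminescence from enzymatic CDP-Star hydrolysis; Controls: DMSO-only wells and no-enzyme negative control.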
# SENP1 inh: blocks the human SENP1 SUMO protease catalytic domain. Q9P0U3. recombinant SENP1 catalytic domain, CyPet-SUMO1-YPet FRET cleavage. inhibition, % at 10 µM. hit rate 0.21% among 360,000. AID 624204;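 active = inhibition at least 30% at 10 µM, raw YFP signal under a set limit, fluorescence ratio 0.5 to 1.5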;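 also: 0% = enzyme with DMSO and 100% = no enzyme wells; some results filed as inactive read as strong as hits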
# Target sequence (Q9P0U3 419-644 limits assumed): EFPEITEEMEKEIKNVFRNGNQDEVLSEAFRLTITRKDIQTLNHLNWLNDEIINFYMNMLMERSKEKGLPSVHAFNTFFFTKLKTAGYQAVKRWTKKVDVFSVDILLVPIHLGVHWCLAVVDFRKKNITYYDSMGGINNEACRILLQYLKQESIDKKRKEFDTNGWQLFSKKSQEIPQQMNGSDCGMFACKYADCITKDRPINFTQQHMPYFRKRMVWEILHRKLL
#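 Material – human SENP1 catalytic domain · Input – SENP1 enzyme, 20 pM final · Compound dosing – single concentration of 10 µM compound, 0.5% DMSO final · Timing – enzyme reaction for 50 min at room temperature, dark · Measured by – FRET fluorescence in CFP and YFP emission channels · Control set – no-enzyme wells low, DMSO-plus-enzyme wells high control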
# hIAP inh: human IAP inhibition; P09923; purified IAP, CDP-Star luminescence, 30 min; inhibition, % at 10 µM; hit rate 0.12% among 330,000; AID 2544;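 active = inhibition reaching a set limit with compound at 10 µM in the primary screen, cut at about 35% in these data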;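 also: plate controls were DMSO wells with enzyme for no effect and no-enzyme buffer wells for full effect; values of inactives mirror those of a sister screen read the other way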
# mIAP block: mouse IAP inhibition; inhibition, % at 10 µM; hit rate 0.2% among 330,000; purified mouse IAP, CDP-Star luminescence, 30 min;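 active = inhibition of at least 40% at 10 µM in the primary screen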;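 also: plate controls were DMSO with enzyme for no effect and no enzyme wells for full effect; values of inactives mirror those of a sister screen read the other way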
# hIAP act: human IAP activation | purified human IAP, CDP-Star luminescence, 30 min; hits give high values; 1 = vehicle-only enzyme, 0 = enzyme-free background | P09923 | activation factor at 10 µM | hit rate 0.16% among 330,000;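 active = activation factor of the enzyme at least 2-fold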; also: the source names both 10 and 20 µM as test concentration; values of inactives mirror those of a sister screen read the other way
# A3A deaminase: human APOBEC3A DNA deaminase inhibition | recombinant A3A, FAM/TAMRA ssDNA deamination fluorescence | inhibition, % at 20 µM | hit rate 0.41% among 330,000 | AID 493011;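 active = at least 40% inhibition at 20 µM here, with at most 30% in a related deaminase screen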;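 also: plate controls were A3A with DMSO for no effect and wells lacking A3A enzyme for full effect; some results filed as inactive read as strong as hits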
# Target sequence (P31941 whole entry, looked up): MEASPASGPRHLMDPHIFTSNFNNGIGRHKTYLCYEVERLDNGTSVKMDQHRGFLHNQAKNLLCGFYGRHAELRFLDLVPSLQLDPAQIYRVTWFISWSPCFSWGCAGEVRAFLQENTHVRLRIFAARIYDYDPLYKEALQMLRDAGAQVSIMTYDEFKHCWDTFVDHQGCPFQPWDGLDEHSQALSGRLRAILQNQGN
# APOBEC3G inh: blocks human APOBEC3G single-stranded DNA deamination. hit rate 0.28% among 330,000. Q9HC16. AID 493012. inhibition, % at 20 µM. recombinant A3G, ssDNA deamination FAM/TAMRA fluorescence;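 active = inhibition of at least 40% at 20 µM, with no more than 30% in the related APOBEC3A deaminase screen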;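 also: plate controls were DMSO wells with A3G for no effect and wells lacking A3G enzyme for full effect; some compounds called inactive have numbers as strong as hits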
# Target sequence (Q9HC16 whole entry, looked up): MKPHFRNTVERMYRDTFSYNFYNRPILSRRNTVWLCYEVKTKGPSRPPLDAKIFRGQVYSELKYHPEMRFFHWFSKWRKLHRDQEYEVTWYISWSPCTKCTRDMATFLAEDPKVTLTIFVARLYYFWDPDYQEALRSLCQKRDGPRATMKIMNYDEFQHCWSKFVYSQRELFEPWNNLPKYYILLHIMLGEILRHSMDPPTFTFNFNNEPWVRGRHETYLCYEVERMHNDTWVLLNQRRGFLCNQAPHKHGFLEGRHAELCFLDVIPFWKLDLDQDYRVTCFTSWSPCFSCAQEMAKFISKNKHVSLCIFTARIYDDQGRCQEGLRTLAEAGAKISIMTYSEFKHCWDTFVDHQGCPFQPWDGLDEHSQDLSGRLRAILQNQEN
# * hit, by the source's call; . = not tested or not shown; & = joins results of further samples. This is a subset (hit frequency here may not be typical).
SMILES,MIN6 prolif,NALP3 yeast inh,mIAP act,SENP1 inh,hIAP inh,mIAP block,hIAP act,A3A deaminase,APOBEC3G inh
CC1Oc2ccccc2N(CC(=O)N2CCCC2)C1=O (stereo not given),-3,8,0.99,2,11,1,0.89,1,15
Nc1ccc(Cl)cc1C(=O)OCC(=O)NC1CCS(=O)(=O)C1 (stereo not given),-4,2,0.99,-1,-9,1,1.1,-1,-9
OCC1(Cc2ccccc2Cl)CCN(C/C=C/c2ccccc2)CC1,-4,16,1.1,1,10,-6,0.9,-1,-2
COc1ccc2nc(SCC(=O)NC3CCCC3)c(C)cc2c1,-1,58*,0.94,-1,8,6,0.93,-2,-1
O=C(CC1(C(F)(F)F)OCCO1)Nc1ccc2c(c1)OCO2,2,6,1,3,-3,0,1,1,-1
CS(=O)(=O)c1ccc2nc(NC(=O)CS(=O)(=O)Cc3ccccc3)sc2c1,-2,1,1.2,-2,6,-15,0.94,1,3
CCOC(=O)C1=C(C)NC2=C(C(=O)CCC2)C1c1ccc(O)c(OCC)c1 (stereo not given),2,4,1,-1,7,0,0.93,2,-3
Cc1ccc2nc(N/N=C/c3ccccc3C#N)nc(-c3ccccc3)c2c1,-6,-1,0.79,-54,21,21,0.79,5,-8
Cc1ccc(OCC(=O)N2CCC(Cc3ccccc3)CC2)c([N+](=O)[O-])n1,-1,18,1.1,1,-12,-15,1.1,5,-9
COc1ccc(/C=C2\SC(=N)N(c3ccc(F)cc3)C2=O)cc1OC,2,22,0.93,-17,-9,7,1.1,-4,-8
Cc1ccc(-c2cnc(NCc3cc4c(cc3[N+](=O)[O-])OCO4)n2C)cc1C,-5,21,1,-17,10,0,0.9,-5,-9
COc1ccc(CNc2cc(C)cc(C)c2)cc1OC,-2,42,0.96,.,-16,4,1.2,-4,-5
N=c1oc2ccccc2cc1C(=O)NCc1ccccc1,0,13,0.97,3,10,3,0.9,-3,-8
O=S(=O)(c1ccc(S(=O)(=O)N2CCC3(CC2)OCCO3)cc1)N1CCCC1,-3,-4,0.94,2,9,6,0.91,-3,-8
O=C(O)CCCC(=O)N1CCCC1,1,17,1,1,6,-1,0.94,-1,-2
Cc1cc2c(cc(C(=O)OC(C(=O)NCc3ccco3)C(C)C)n2C)o1 (stereo not given),-3,20,1,2,-7,-3,1.1,-3,3
CCSc1nc(C)cc(Oc2ccc(=O)n(C)n2)n1,-1,13,1,3,2,-2,0.97,-4,-6
Cc1ccc(NC(=O)C(=O)NCC2CCCO2)cc1C (stereo not given),-1,-5,0.94,-2,14,6,0.86,-1,-8
CN(C)c1ccc(/C=N/NC(=O)c2cccc(C(=O)N/N=C/c3ccc(N(C)C)cc3)n2)cc1,-2,1,0.92,38*,-55,8,1.6,1,2
CCn1c(SCC(=O)Nc2cc(C)ccc2C)nc2c(c1=O)SC(C)C2 (stereo not given),3,13,0.93,-2,-6,7,1.1,-3,-8
COC(=O)c1sc2nc3c(cc2c1N)CCCC3,-4,51*,1.1,-84,-24,-14,1.2,4,0
CC(=O)N1CCN(c2ccccc2NC(=O)COc2ccc(Cl)cc2Cl)CC1,2,6,1.2,1,-6,-17,1.1,-7,-9
Cc1ccc2c(CC(=O)OCc3cc(=O)n4c(n3)sc3ccccc34)coc2c1,0,11,1.1,-7,-22,-5,1.2,44*,10
C=CCn1c(SCCN2CCCC2)nc2c([nH]c3ccccc32)c1=O,-4,24,1,1,-1,-5,1,3,-2
Oc1ccccc1C1=Nc2ccccc2N=C(c2ccco2)C1,-1,3,0.84,6,15,16,0.85,0,-2
COC(=O)c1[nH]c2ccccc2c1NC(=O)CN1CCN(c2cccc(OC)c2)C(C)C1 (stereo not given),-4,24,1,-1,-8,0,1.1,-7,-3
CN(C)CC(=O)c1c[nH]c2ccccc12,-1,-1,1,2,5,-2,0.95,-2,0
CSc1ccccc1OCc1cc(C(=O)N(C)Cc2cnccn2)no1,-3,11,1,1,-14,-3,1.1,-1,-1
COC(=O)c1nn(-c2ccc(OC)cc2)c(=O)cc1NN,-1,15,0.94,3,0,6,1,-2,-5
O=c1cc(CN2CCN(Cc3ccccc3)CC2)c2ccc(O)cc2o1,4,32,0.99,-31,2,1,0.98,-4,-12

# Structural class: the compounds so far containing a Cl atom
SMILES,MIN6 prolif,NALP3 yeast inh,mIAP act,SENP1 inh,hIAP inh,mIAP block,hIAP act,A3A deaminase,APOBEC3G inh
Nc1ccc(Cl)cc1C(=O)OCC(=O)NC1CCS(=O)(=O)C1 (stereo not given),-4,2,0.99,-1,-9,1,1.1,-1,-9
OCC1(Cc2ccccc2Cl)CCN(C/C=C/c2ccccc2)CC1,-4,16,1.1,1,10,-6,0.9,-1,-2
CC(=O)N1CCN(c2ccccc2NC(=O)COc2ccc(Cl)cc2Cl)CC1,2,6,1.2,1,-6,-17,1.1,-7,-9

# (list continues)
SMILES,MIN6 prolif,NALP3 yeast inh,mIAP act,SENP1 inh,hIAP inh,mIAP block,hIAP act,A3A deaminase,APOBEC3G inh
O=C(N/N=C/c1cc(Cl)cc([N+](=O)[O-])c1O)NC12CC3CC(CC(C3)C1)C2,-6,17,0.8,2,26,20,0.74,2,-5
O=C(NC1=NCCS1)C1Cc2ccccc2CN1C(=O)c1ccccc1 (stereo not given),0,-13,0.95,1,6,5,0.94,-1,-3
Cc1cc(NS(=O)(=O)c2ccc(NC(=S)NC(=O)c3ccc(Br)cc3)cc2)no1,-2,13,1,1,7,-5,0.93,22,-1
CN1CCC(N(C)C(=O)c2cc(=O)c3ccccc3o2)CC1,-3,-7,0.98,1,-1,2,1,5,-9
CCOc1ccc(NC(=O)CCNS(=O)(=O)c2ccc3c(c2)CCC(=O)N3)cc1,0,12,1,-2,24,-5,0.76,0,-3
Cc1ccc(N(CC(=O)NC2CCCC2)C(=O)CCC(=O)Nc2ccccn2)cc1C,0,-3,0.96,-1,0,4,1,-3,-4
O=C(NCCO)N1c2ccccc2Sc2ccccc21,-2,7,0.99,0,-16,1,1.2,-4,-7
Cc1ccc(NC(=S)NCc2ccc3c(c2)cc(C)n3C)c(C)c1,-6,0,0.88,-18,2,12,0.98,-1,-1
CCN(CC)C(=O)CSc1nc2cccnc2n1-c1ccccc1OC,-2,-2,0.95,1,12,5,0.88,-1,-2
CCC(=O)Nc1ccc(NC(=O)CSc2nnc(-c3ccc(O)cc3)n2CC2CCCO2)cc1 (stereo not given),-1,7,1.1,0,-6,-7,1.1,3,-8
C=CCn1c(CC#N)nnc1N1CCOCC1,-1,-13,1.1,0,-8,-11,1.1,-2,-8
Cc1cc(NC(=O)c2cccc(S(=O)(=O)N3c4ccccc4CC3C)c2)no1 (stereo not given),4,-2,0.91,-1,11,9,0.89,6,3
O=C(Nc1ccc(SC(F)F)cc1)c1cccc2nc3ccccc3nc12,-4,18,0.92,1,4,8,0.96,-3,-4
Cc1onc(-c2ccccc2Cl)c1C(=O)NNC(=O)C1CCN(Cc2ccccc2)CC1,-1,11,0.99,2,-6,1,1.1,1,-4
Cc1cc(C(=O)O[C@H]2[C@H](Cc3ccccc3)NS(=O)(=O)[C@H]3C[C@@H]4C=C[C@]23O4)ccc1[N+](=O)[O-],-1,7,0.9,4,-4,10,1,-4,-6
O=C(CN1CCOCC1)N1CCN(S(=O)(=O)c2ccccc2)C1c1ccccc1 (stereo not given),2,0,1,1,0,-5,1,1,2
O=C(CN(Cc1ccccc1F)C(=O)c1ccco1)NCc1ccc(F)cc1,3,4,1.1,5,8,-10,0.93,-2,-5
Cc1cc(NC(=O)CSc2nc3c(cc2C#N)CCC3)no1,-4,21,1.1,-58,-8,-6,1.1,-4,-10
CCc1cc(=O)oc2cc(OC(C)C(=O)O)c(Cl)cc12 (stereo not given),-3,-4,0.92,2,-2,8,1,-3,-5
CCSc1oc(-c2ccco2)nc1S(=O)(=O)c1ccccc1,0,15,1,1,4,0,0.96,3,1
CCC(C)(O)c1[nH]c2ccc(C#N)cc2c1C (stereo not given),-1,24,1.1,-2,-4,-6,1,-4,-10
Cn1c(=N)n(CC(O)c2cccc3ccccc23)c2ccccc21 (stereo not given),-4,10,1,1,-15,0,1.1,-3,-7
CC(=O)OCc1cc2cc(C)ccc2[nH]c1=O,-1,-5,1.1,-5,8,-8,0.92,-1,-4
COC(=O)[C@H]1[C@@H](C)N(Cc2ccccc2)C(=O)N[C@H]1c1ccccc1,-2,6,1.1,0,0,-9,1,-3,-10
CN1C(C(=O)Nc2ccccn2)=C(O)c2ccccc2S1(=O)=O,3&0,11&15,0.95&0.89,1,-4&3,5&11,1&0.97,-2&1,0&-1
C=CCc1cccc2cc(C(=O)Nc3ccc(NC(C)=O)cc3)c(=O)oc12,-3,13,1,5,16,-1,0.84,2,-4
Fc1ccc(Br)cc1SCCc1ccncc1,-1,6,0.93,1,11,7,0.89,-5,-13
COC(C[C@@H](O)[C@@H](C)[C@H](O)COCc1ccccc1)OC,0,19,0.95,0,-8,5,1.1,-4,-11
O=C(NCc1cccnc1)c1ccc(COc2ccccc2Cl)cc1,-6,8,0.94,-1,-7,6,1.1,-1,-7
COC(CNC(=O)C(=O)Nc1ccc2c(c1)N(S(=O)(=O)c1cccs1)CCC2)OC,-2,18,0.93,3,21,7,0.79,-3,-7
Cc1nc2ccc(NC(=O)c3ccco3)cc2s1,-4,15,0.96,-2,-10,4,1.1,14,2
N#Cc1ccsc1NC(=O)COC(=O)c1ccc(Br)o1,-2,11,0.98,-46,-6,2,1.1,7,5
O=C(NC(=S)Nn1cnnc1)c1ccccc1Cl,-3,5,0.86,0,2,14,0.98,1,3
CCn1nnnc1SCC(=O)N(C1CCCCC1)C1CCCCC1,-2,13,0.9,4,-17,10,1.2,2,6
O=C1CCCC2=C1C(c1cccs1)n1nc(SCc3ccccc3F)nc1N2 (stereo not given),-4,7,0.99,-16,-2,0,1,-3,-4
COc1ccc(CNCCC(c2ccc(OC(C)C)cc2)C(C)C)cc1OC (stereo not given),-4,16,0.93,0,12,7,0.88,0,-8
CCS(=O)(=O)N1CCC(C(=O)NCCc2ccc(OC)c(OC)c2)CC1,0,-2,1,1,-2,-4,1,-3,-3
CCCn1nc(C(=O)NNC(=O)c2cccc(S(=O)(=O)NC(C)C)c2)c2ccccc2c1=O,-1,8,0.86,3,-40,14,1.4,-2,-6
OC(CCN1CCOCC1)(c1ccc(Cl)cc1)C1CCCCC1 (stereo not given),-1,19,0.97,3,-5,3,1.1,0,-5
N#Cc1ccc(N2Cc3ccccc3C2=NC(=O)c2cccnc2Cl)cc1,0,16,0.97,-1,11,3,0.89,2,5
CC(Oc1ccc(C#N)cc1)C(=O)Nc1ccc(-n2cnnn2)cc1 (stereo not given),0,13,0.98,1,3,2,0.97,4,-1
C=CCSc1nc2c(c(=O)n(C)c(=O)n2C)n1CC,5,5,0.96,-1,16,4,0.84,-3,-4
Cc1c(Cl)cccc1S(=O)(=O)N1CCC(C(=O)NNC(=O)C2CC2)CC1,-3,16,0.97,3,-4,2,1,1,1
CC1(C)C(=O)Nc2ccccc2N1C(=O)CSc1ncccn1,-2,2,0.96,1,21,4,0.79,8,-7

# From PubChem BioAssay
